Salmonella PhoP GFP – inhibitors of PhoP regulon expression, primary screen, Salmonella Typhimurium, GFP reporter (AID 1863); S. Typhimurium PhoP-regulated promoter GFP reporter, 4 h; higher % means a stronger effect; one-dose inhibition, % at 50 µM; IC50 in µM for titrated hits; hit rate 0.16% among 300,000;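 active = inhibition over 29.93%, a cutoff 3 SD above the screen mean, later confirmed by dose response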;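 also: 0% = low Mg2+ inducing control and 100% = high Mg2+ repressing control; strong numbers were not always called active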
UTI89 phage lysis – inhibition of K1F phage lysis, E. coli UTI89, bacterial capsule biogenesis inhibitors, alamar blue (AID 488966) | E. coli UTI89 K1F phage lysis, alamar blue, 2 h; higher % means a stronger effect | inhibition, % at 100 µM; hits with a dose series show IC50 in µM | hit rate 0.02% among 340,000;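 active = phage lysis inhibition, versus mean bacterial control, above a set limit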;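 also: capsule biogenesis inhibitors block K1F phage lysis so surviving cells raise fluorescence; higher fluorescence means more inhibition of phage lysis; actives were called in the ten point dose series up to 300 µM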
T cell HTS – modulators of CD8 T cell-vesicle binding, primary screen, mouse 2C CD8+ T cells, flow cytometry; 2C CD8+ T cell-vesicle binding; stronger effect = lower value; calls only at 7 µM; hit rate 0.068% among 330,000;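 active = response, share of CD8 T cells binding vesicles, and their 90th percentile fluorescence all below set limits, cut at about 80% in these data, passing the limit was not always enough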
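Read-out – percent CD8+ FL2 mean versus row control · System – murine 2C transgenic CD8+ T lymphocytes · Times – 1.5 h cell–vesicle binding at 37 °C, then 20 min icy labelling · Control set – naked vesicles low, QL9 vesicles with vehicle high · Detection – cytometric PE anti-B7-1 and Alexa647 anti-CD8 signals after 1% paraformaldehyde fixation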
TNAP activation fold – human TNAP enzyme activators, primary screen, biochemical, luminescent, no phosphate acceptor, uHTS (AID 1001) | Alkaline phosphatase, tissue-nonspecific isozyme (Homo sapiens) | purified TNAP, luminescent activation assay, no phosphate acceptor; higher activation fold means a stronger effect | activation fold at 20 µM, or EC50 in µM where a hit was titrated | hit rate 0.03% among 200,000; in the data active = activation fold from about 3, or a potency from the dose series; inactive = the rest, 99 in 100 with activation fold below about 1.6; also: many of its hits are not listed in these tables
Myeloid diff MLP – induction of myeloid progenitor differentiation, primary screen, cell-based, flow cytometry, MLPCN library; ER-HoxA9 myeloid progenitors, lysozyme-GFP differentiation; calls only at 10 µM; hit rate 1% among 360,000; AID 624256, 2012;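 active = normalized GFP-positive differentiation at or above the plate's own cutoff, the solvent-only control mean plus 3 SD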;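 also: cells exposed to compound for four days before flow analysis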
RSV CPE inhibition – RSV antiviral activity via CPE protection, HEp-2 cells, primary 10 µM value included (AID 2391); hit rate 0.13% among 310,000; HEp-2 cells, RSV-induced CPE inhibition; higher % means a stronger effect; CPE inhibition, % at 10 µM; hits with a dose series show IC50 in µM; in the data active = a potency from the dose series; also: strong numbers were not always called active
Large T inhibition – SV40 large T antigen inhibitors, biochemical (AID 1903); one-dose inhibition, % at 20 µM; IC50 in µM for titrated hits; SV40 large T antigen ATPase/helicase inhibition assay; higher % means a stronger effect; hit rate 0.39% among 310,000; in the data active = a potency from the dose series; also: strong numbers were not always called active
MgcRacGAP inhibition – MgcRacGAP GTPase-activating activity inhibitors, confirmation, biochemical, ADP Hunter fluorescence | MgcRacGAP-stimulated Rac1 GTP hydrolysis, ADP Hunter fluorescence; higher % means a stronger effect; GST-tagged Rac1 F28L mutant substrate | inhibition, % at 30 µM; hits with a dose series show IC50 in µM | hit rate 0.6% among 340,000 | AID 624330, 2012;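 active = first-screen hits whose inhibition reached a set limit at any dose in the follow-up dose series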;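 also: fluorescence reports GDP produced by GAP-driven GTP hydrolysis; strong numbers were not always called active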
NTR1 ag – agonists of NTR1, primary screen, imaging, U2OS cells, beta-arrestin-GFP, high content (AID 493036). Neurotensin receptor type 1 (Homo sapiens), P30989. NTR1-U2OS beta-arrestin-GFP spot imaging, agonist mode. activation, % at 20 µM. hit rate 0.17% among 330,000;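 active = activation at or above 40% of the spot to cytoplasm intensity ratio, with at least 20 cells analyzed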;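 also: 0% = DMSO without peptide and 100% = 100 nM NTR1 peptide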
Target sequence (P30989 whole entry, looked up): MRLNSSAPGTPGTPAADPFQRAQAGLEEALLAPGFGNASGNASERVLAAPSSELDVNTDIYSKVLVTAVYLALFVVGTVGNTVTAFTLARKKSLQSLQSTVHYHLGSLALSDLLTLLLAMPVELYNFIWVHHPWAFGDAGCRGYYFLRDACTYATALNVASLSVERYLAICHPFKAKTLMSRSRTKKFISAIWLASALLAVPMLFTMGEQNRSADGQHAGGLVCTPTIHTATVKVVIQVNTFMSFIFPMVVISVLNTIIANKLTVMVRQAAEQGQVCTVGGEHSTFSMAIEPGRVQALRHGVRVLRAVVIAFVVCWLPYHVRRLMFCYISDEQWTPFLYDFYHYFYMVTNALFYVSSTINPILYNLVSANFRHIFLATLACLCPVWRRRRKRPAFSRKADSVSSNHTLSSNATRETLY
T cell HTS vesicle-bound % – also measured in T cell HTS; calls as there; double positive events, %; measured here: CD8+ vesicle-bound cell fraction;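 binding gate set so that unloaded-vesicle control wells show 10% double positive cells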
NTR1 ag cell count 20 µM – further read-out of NTR1 ag, marked with its call; cell count; measured here: cell count, cytotoxicity flag
Myeloid diff MLP GFP+ MAC1+ % – further read-out of Myeloid diff MLP, marked with its call; GFP+ MAC1+ double positive, %; measured here: differentiation confirmed by MAC1 staining
Active calls of the source: *; [ ] = another dose, or the depositor's remark.

Results for COc1ccc(-n2nc(C(=O)NCC(=O)Nc3cc(OC)c(OC)c(OC)c3)c3ccccc3c2=O)cc1 ?
Salmonella PhoP GFP: -10%; UTI89 phage lysis: 1.2%; T cell HTS: inactive; Myeloid diff MLP: inactive; RSV CPE inhibition: 1.4%; Large T inhibition: 6%; MgcRacGAP inhibition: 4%; NTR1 ag: -1.1; T cell HTS vesicle-bound %: 56; NTR1 ag cell count 20 µM: 50; Myeloid diff MLP GFP+ MAC1+ %: 0.3

What do the screens show for `Cc1ccc(-n2ncc(C(=O)Nc3cc(Cl)cc(Cl)c3)c2C2CCNCC2)cc1C`?
Salmonella PhoP GFP: 3%; UTI89 phage lysis: 0.3%; TNAP activation fold: 1.1; Myeloid diff MLP: inactive; Large T inhibition: -4%; MgcRacGAP inhibition: 10%; Myeloid diff MLP GFP+ MAC1+ %: 0.9

How did COc1ccc(NC(=O)n2nc(OC(=O)c3cccs3)cc2N)cc1 do in these assays?
Salmonella PhoP GFP: 1%; UTI89 phage lysis: 2.5%; TNAP activation fold: 0.9; Myeloid diff MLP: inactive; RSV CPE inhibition: 0.3%; Large T inhibition: 18%; MgcRacGAP inhibition: 5%; NTR1 ag: 3.1; NTR1 ag cell count 20 µM: 73; Myeloid diff MLP GFP+ MAC1+ %: 1.2

Results for COc1cccc(C(=O)Nc2cccc(C(=O)N3CCOCC3)c2)c1 ?
Salmonella PhoP GFP: -7%; UTI89 phage lysis: -0.2%; T cell HTS: inactive; TNAP activation fold: 1.1; Myeloid diff MLP: inactive; RSV CPE inhibition: 1.9%; Large T inhibition: 1%; MgcRacGAP inhibition: 5%; NTR1 ag: 0.1; T cell HTS vesicle-bound %: 40; NTR1 ag cell count 20 µM: 80; Myeloid diff MLP GFP+ MAC1+ %: 0.4

How did O=C(Cn1nnc(-c2ccccc2)n1)N/N=C/c1cc([N+](=O)[O-])ccc1O do in these assays?
Salmonella PhoP GFP: 19%; UTI89 phage lysis: 1.7%[50 µM]; T cell HTS: inactive; TNAP activation fold: 0.6; Myeloid diff MLP: inactive; RSV CPE inhibition: 17%; Large T inhibition: 16%; MgcRacGAP inhibition: 3%; NTR1 ag: 0.1; T cell HTS vesicle-bound %: 0; NTR1 ag cell count 20 µM: 48; Myeloid diff MLP GFP+ MAC1+ %: 0.6

What do the screens show for `Cc1cc(C(=O)N2CCCC(N3CCN(c4cccc(Cl)c4)CC3)C2)n(C)n1` (stereo not given)?
Salmonella PhoP GFP: -1%; UTI89 phage lysis: -0.1%; T cell HTS: inactive; Myeloid diff MLP: inactive; RSV CPE inhibition: 0.1%; Large T inhibition: -6%; MgcRacGAP inhibition: 9%; NTR1 ag: 0.1; T cell HTS vesicle-bound %: 3; NTR1 ag cell count 20 µM: 40; Myeloid diff MLP GFP+ MAC1+ %: 1.1

How did Cc1cccc(N=N/C(=C\O)C(=O)c2ccc(Br)cc2)c1 do in these assays?
Salmonella PhoP GFP: 0%; UTI89 phage lysis: 0.3%; T cell HTS: inactive; TNAP activation fold: 0.9; Myeloid diff MLP: inactive; RSV CPE inhibition: 0.4%; Large T inhibition: -3%; MgcRacGAP inhibition: 6%; NTR1 ag: 5.8; T cell HTS vesicle-bound %: 30; NTR1 ag cell count 20 µM: 96; Myeloid diff MLP GFP+ MAC1+ %: 0.1

Results for CCn1cc(C2C3=C(CC(C)(C)CC3=O)N(c3ccccc3)C3=C2C(=O)CC(C)(C)C3)c(C)n1 ?
Salmonella PhoP GFP: -4%; UTI89 phage lysis: -2.0%; T cell HTS: inactive; TNAP activation fold: 1.1; Myeloid diff MLP: inactive; RSV CPE inhibition: 1.5%; Large T inhibition: 1%; MgcRacGAP inhibition: -10%; NTR1 ag: 0.6; T cell HTS vesicle-bound %: 41; NTR1 ag cell count 20 µM: 51; Myeloid diff MLP GFP+ MAC1+ %: 1.4

How did S=c1nc(C23CC4CC(CC(C4)C2)C3)nc2sccn12 do in these assays?
Salmonella PhoP GFP: 2%; T cell HTS: inactive; TNAP activation fold: 1; RSV CPE inhibition: 1.7%; Large T inhibition: 21%; NTR1 ag: 0.5; T cell HTS vesicle-bound %: 13; NTR1 ag cell count 20 µM: 38

What do the screens show for `CCOC(=O)CSc1ccc2nnc(-c3cccnc3)n2n1`?
Salmonella PhoP GFP: 3%; UTI89 phage lysis: -0.4%; T cell HTS: inactive; TNAP activation fold: 1.1; Myeloid diff MLP: inactive; RSV CPE inhibition: 0.4%; Large T inhibition: -3%; MgcRacGAP inhibition: 5%; NTR1 ag: -2.3; T cell HTS vesicle-bound %: 43; NTR1 ag cell count 20 µM: 66; Myeloid diff MLP GFP+ MAC1+ %: 1.6

What do the screens show for `O=C(Nc1ccccc1)Nc1nc(-c2ccc(F)c(F)c2)cs1`?
Salmonella PhoP GFP: -5%; UTI89 phage lysis: 0.2%; T cell HTS: inactive; Myeloid diff MLP: inactive; RSV CPE inhibition: 11%; Large T inhibition: 10%; MgcRacGAP inhibition: 6%; NTR1 ag: 4.7; T cell HTS vesicle-bound %: 16; NTR1 ag cell count 20 µM: 87; Myeloid diff MLP GFP+ MAC1+ %: 0.5

What do the screens show for `COc1ccc(NC(=O)c2ccc(Cl)nc2)cc1S(=O)(=O)N1CCCCC1`?
Salmonella PhoP GFP: -5%; UTI89 phage lysis: -0.1%; T cell HTS: inactive; TNAP activation fold: 1.1; Myeloid diff MLP: inactive; RSV CPE inhibition: 2.6%; Large T inhibition: 2%; MgcRacGAP inhibition: -1%; NTR1 ag: 0.7; T cell HTS vesicle-bound %: 62; NTR1 ag cell count 20 µM: 76; Myeloid diff MLP GFP+ MAC1+ %: 0.5

Results for Cc1nn(CCCC(=O)NC(C)c2ccccc2)c(=O)c2nn(-c3ccccc3)c(C)c12 (stereo not given) ?
Salmonella PhoP GFP: -4%; UTI89 phage lysis: 0.1%; T cell HTS: inactive; Myeloid diff MLP: inactive; RSV CPE inhibition: 4.5%; Large T inhibition: -1%; MgcRacGAP inhibition: -2%; NTR1 ag: 0.3; T cell HTS vesicle-bound %: 16; NTR1 ag cell count 20 µM: 67; Myeloid diff MLP GFP+ MAC1+ %: 4.2

How did O=C(O)/C=C/C(=O)Nc1ccc2nccnc2c1 do in these assays?
Salmonella PhoP GFP: 3%; UTI89 phage lysis: 1.6%; T cell HTS: inactive; TNAP activation fold: 1.2; Myeloid diff MLP: inactive; RSV CPE inhibition: -1.8%; Large T inhibition: 5%; MgcRacGAP inhibition: 4%; NTR1 ag: 3.0; T cell HTS vesicle-bound %: 39; NTR1 ag cell count 20 µM: 100; Myeloid diff MLP GFP+ MAC1+ %: 0.1

Results for COC(CNC(=O)c1ccc2c(=O)n(Cc3ccc(Cl)cc3)c(=S)[nH]c2c1)OC ?
Salmonella PhoP GFP: -10%; UTI89 phage lysis: -0.6%[50 µM]; T cell HTS: inactive; Myeloid diff MLP: inactive; RSV CPE inhibition: 1.1%; Large T inhibition: 4%; MgcRacGAP inhibition: 8%; NTR1 ag: 2.1; T cell HTS vesicle-bound %: 18; NTR1 ag cell count 20 µM: 93; Myeloid diff MLP GFP+ MAC1+ %: 0.7

How did COc1cc(NC(=O)CSc2nccc(=O)[nH]2)c(C)cc1[N+](=O)[O-] do in these assays?
Salmonella PhoP GFP: -2%; UTI89 phage lysis: -0.6%; T cell HTS: inactive; TNAP activation fold: 1.1; Myeloid diff MLP: inactive; RSV CPE inhibition: 0.3%; Large T inhibition: 1%; MgcRacGAP inhibition: 2%; NTR1 ag: -1.2; T cell HTS vesicle-bound %: 32; NTR1 ag cell count 20 µM: 33; Myeloid diff MLP GFP+ MAC1+ %: 0.4

Results for COc1cc(C2C(C#N)=C(N)N(c3cccnc3)C3=C2C(=O)CCC3)ccc1O (stereo not given) ?
Salmonella PhoP GFP: 14%; UTI89 phage lysis: 4.3%; T cell HTS: inactive; TNAP activation fold: 1; Myeloid diff MLP: inactive; RSV CPE inhibition: 1.6%; Large T inhibition: 28%; MgcRacGAP inhibition: -2%; NTR1 ag: -0.9; T cell HTS vesicle-bound %: 28; NTR1 ag cell count 20 µM: 52; Myeloid diff MLP GFP+ MAC1+ %: 1.0

How did COc1ccc2c(c1)C1=C(CC2)C(c2ccc(C)cc2)NC(=S)N1 (stereo not given) do in these assays?
Salmonella PhoP GFP: -3%; UTI89 phage lysis: -0.4%; T cell HTS: inactive; TNAP activation fold: 0.9; Myeloid diff MLP: inactive; RSV CPE inhibition: 3.6%; Large T inhibition: 23%; MgcRacGAP inhibition: 5%; NTR1 ag: -0.2; T cell HTS vesicle-bound %: 21; NTR1 ag cell count 20 µM: 24; Myeloid diff MLP GFP+ MAC1+ %: 0.5

How did CC1CCN(S(=O)(=O)c2ccc(C(=O)Nc3nnc(-c4ccccn4)o3)cc2)CC1 do in these assays?
Salmonella PhoP GFP: -10%; UTI89 phage lysis: 0.1%; T cell HTS: inactive; TNAP activation fold: 1.2; Myeloid diff MLP: inactive; RSV CPE inhibition: -0.2%; Large T inhibition: 23%; MgcRacGAP inhibition: 12%; NTR1 ag: 0.1; T cell HTS vesicle-bound %: 56; NTR1 ag cell count 20 µM: 97; Myeloid diff MLP GFP+ MAC1+ %: 0.5

What do the screens show for `COC(=O)[C@H](CO)NS(=O)(=O)c1ccc(C)cc1`?
UTI89 phage lysis: 0.2%; Myeloid diff MLP: inactive; MgcRacGAP inhibition: 7%; NTR1 ag: 0.0; NTR1 ag cell count 20 µM: 63; Myeloid diff MLP GFP+ MAC1+ %: 3.1

Screening results: PubChem, several laboratories
